aSyn tox rescue = alpha-synuclein toxicity suppression in yeast; S. cerevisiae alpha-synuclein toxicity rescue, BacTiter-Glo growth, 24 h; Potency, µM (top dose mostly 46.1 µM), inactives show at the highest dose growth rescue (activation), actives largely listed as activators; 94,000 compounds, 0.02% hits; AID 1347070; active means well fitted activation curve with a large enough effect; inconclusive means small, poorly fitted or top-dose-only effect; further: 0% is about no effect
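Growth restoration measured by BacTiter-Glo luminescence after 24 hr at 30 deg C; alpha-synuclein yeast, raffinose-pregrown to mid-log, were added at OD600=0.02 in galactose medium onto pinned compounds.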
* = called active by the depositor; ? = inconclusive; [ ] = dose if it differs, or a comment. Potency means the concentration at half of the fitted maximal effect. Not all compounds are listed. The share of hits here may be higher or lower than overall.

SMILES | aSyn tox rescue
Cc1nn(-c2ccc(N3CCCC3)nn2)c(C)c1CCC(=O)Nc1ccc(F)c(Cl)c1 | 2%
Cc1ccc(C(=O)NCC(c2ccc3c(c2)OCO3)N2CCN(C)CC2)cc1C (stereo unspecified) | -1%
CCc1nc(-c2ccc(OC)c(OC)c2)cc2cc(OC)c(OC)cc12 | -2%
O=C(c1ccc2c(c1)N(Cc1c(F)cccc1Cl)C(=O)c1ccccc1S2)N1CCCC1 | 17%
CN(C)CCNC(=O)Cc1ccc(NC(=O)N2CCCCc3ccccc32)cc1 | 3%
CCc1ccc(NC(=O)CCNS(=O)(=O)c2ccc3c(c2)oc(=O)n3C)cc1 | 3%
CN(C)C(CNC(=O)c1cc(Br)c(Br)s1)c1ccco1 (stereo unspecified) | 4%
COc1ccc(C(=O)Nc2ccc3c(c2)N(C)C(=O)c2ccccc2S3)cc1OC | 1%
COc1ccc(N(CC(=O)NCc2ccc(F)cc2)C(=O)CCC(=O)Nc2nccs2)cc1 | -1%
CCOc1ccc(Nc2oc(-c3ccc(COc4ccc(OC)cc4)o3)nc2C#N)cc1 | -8%
COc1ccc(CNC(=O)c2ccc3c(c2)N(Cc2ccccc2F)C(=O)c2ccccc2S3=O)cc1 (stereo unspecified) | 5%
COc1cc(NS(=O)(=O)c2cc3[nH]c(=O)[nH]c3cc2C)cc(OC)c1OC | 0%
CSc1nc2sc3c(c2c(=O)n1-c1ccccc1C)CCCC3 | -5%
Cc1nn(C)c2c1c(-c1ccccc1)cc(=O)n2Cc1ccc(Cl)cc1 | 11%
CCOC(=O)c1c(C)[nH]c(CCC(=O)Nc2cc(Cl)ccc2OC)c1C | -8%
CC(C)NC(=O)N(C)C[C@@H]1OCc2ccccc2-c2c(n(C)c3ccccc23)C(=O)N([C@@H](C)CO)C[C@@H]1C | 8%
N#Cc1c(SCC(=O)Nc2cccc(C(F)(F)F)c2)sc2c(O)cc(=O)[nH]c12 | -2%
O=C(COC(=O)c1cc(Cl)ccc1Cl)NC1CCCC1 | 6%
Cc1ccc(NC(=O)COc2cccc(C)c2C)cc1S(=O)(=O)N1CCCCCC1 | 7%
CC(C)Cn1c(=O)c2ccccc2n2c(CCC(=O)N3CCN(c4ccccc4)CC3)nnc12 | -13%
C[C@@H]1CN([C@H](C)CO)C(=O)CCCn2nncc2CO[C@@H]1CN(C)C(=O)Cc1ccccc1 | 6%
COc1cc(NC(=O)CCn2nc(C)c(S(=O)(=O)N3CCCCC3)c2C)cc(OC)c1OC | -5%
CC(=O)N1CCN(C(=O)C(Cc2c[nH]c3ccccc23)NC(=O)c2ccccc2Cl)CC1 (stereo unspecified) | -10%
Oc1ccc(Br)cc1/C=N/N1CCN(Cc2cccc3ccccc23)CC1 | 5%
COc1cc2nc3n(c(=O)c2cc1OC)-c1cc2ccccc2cc1C(=O)NC3Cc1ccccc1 (stereo unspecified) | 11%
Cc1ccc(NC(=O)CSc2nnc(NC3CC3)s2)cc1S(=O)(=O)N1CCOCC1 | 5%
COc1ccc2c(c1)CCC1(C)CC(=O)C(Br)=C21 (stereo unspecified) | ?
Cc1oc(-c2ccccc2Cl)nc1CSc1nncn2c1cc1occc12 | 6%
Cc1nc(SC(C)C(=O)Nc2cccc(C(F)(F)F)c2)c2c(C)c(C(=O)O)sc2n1 (stereo unspecified) | 10%
O=C(NC1CCCC1)c1ccc(CSc2nc3cccnc3n2Cc2ccc(F)cc2)cc1 | 5%
CCn1c(SCc2cccnc2)nnc1-c1c[nH]c2ccccc12 | 1%
C/C(=N\NC(=O)c1ccc(-c2ccccc2)cc1)c1ccco1 | -5%
NC(=O)CN1C(=O)C(=O)N(Cc2ccc(Cl)cc2)C1=O | 7%
N#Cc1cc2c(=O)n3ccccc3nc2n(-c2nnc(SCc3ccccc3Cl)s2)c1=O | 0%
Cc1ccc(N(Cc2cc3ccc(C)cc3[nH]c2=O)C(=O)c2ccco2)c(C)c1 | 17%
O=C(Nc1cc(NC(=O)c2ccccc2F)ccc1Cl)c1ccccc1 | -40%[inhibitor]
Cc1ccc(C)c(OCCOCCn2c(-c3ccc(Br)cc3)nc3ccccc3c2=O)c1C | -6%
COc1ccc(N(CC(=O)N2CCCCC2)S(=O)(=O)c2c(C)nn(C)c2C)cc1 | 0%
Nc1nc(-c2ccccc2)nc2nonc12 | 6%
N#Cc1ccc(COC(=O)c2cnc3ccccc3n2)cc1 | -6%
Cc1ccc2oc(C(=O)Nc3ccc(S(=O)(=O)Nc4onc(C)c4C)cc3)cc(=O)c2c1 | -13%
Cc1ccc(-n2cc(-c3ccccc3)nc2S(=O)(=O)CC(=O)Nc2ccc(F)cc2)cc1 | ?
O=C(NCc1ccccc1F)c1ccc(S(=O)(=O)NCc2ccco2)cc1 | 6%
COc1cccc(N2CC(NC(=O)c3ccco3)CC2=O)c1 (stereo unspecified) | -10%
CC1=C(C(=O)Nc2ccc(C)cc2C)C(c2ccc(O)cc2)n2nnnc2N1 (stereo unspecified) | -5%
Cn1c(=O)oc2cc(S(=O)(=O)N3CCN(c4ccccn4)CC3)ccc21 | -4%
COCCCn1c(C(=O)NC2CCCCC2)cc2c(=O)n3cccc(C)c3nc21 | 8%
Cc1ccc(CNC(=O)CCCn2nc(C)n3ccnc3c2=O)cc1 | 2%
CC(=O)Nc1ccc(S(=O)(=O)N2CCN(c3ccc(C)c(C)c3)CC2)cc1 | 9%
COc1ccc(/C=C/C(=O)Nc2sc3c(c2C(N)=O)CCC(C)C3)cc1OC (stereo unspecified) | 2%
COc1cccc(CC(=O)N2CCN(S(=O)(=O)c3ccc(Br)cc3)CC2)c1 | 6%
NS(=O)(=O)c1ccc(NS(=O)(=O)c2ccc3c(c2)OCCO3)cc1 | 3%
CC(C)Oc1ccc(Br)cc1C(=O)N/N=C/c1c[nH]c2ccccc12 | 0%
Cc1cc(O)c(C(c2ccc(Cl)cc2)N2CCN(c3ccccc3)CC2)c(=O)n1Cc1ccco1 (stereo unspecified) | 4%
CC(=O)NC(NC(=S)Nc1cccc(Br)c1)C(Cl)(Cl)Cl (stereo unspecified) | 3%
CCOC(=O)C1CCN(C(=O)Cn2ncc3c4ccccc4n(Cc4ccccc4)c3c2=O)CC1 | -1%
CCCCN(CC)C(=O)c1nn(-c2ccc(OC)cc2)c(=O)c2c1c1ccccc1n2C | 6%
Cc1ccccc1C(=O)NCC(=O)OCCCOC(=O)CNC(=O)c1ccccc1C | -10%
COc1cccc(CNC(=O)CCc2c(C)nc3c4c(C)cc(C)nc4nn3c2C)c1 | -4%
Cc1ccc(-n2c(C)cc(/C=C(\C#N)C(=O)Nc3ccc(C)c(C)c3)c2C)cc1 | 0%

Other compounds
SMILES | aSyn tox rescue
O=C(OCC(=O)N1CCC(Cc2ccccc2)CC1)c1ccc(O)cc1 | 22%
Cc1nn(-c2cccc(Cl)c2)c2nc(-c3cccnc3)cc(C(F)(F)F)c12 | -2%
CCOc1ccc(OCC)c(NC(=O)c2cc(S(=O)(=O)N3CCc4ccccc43)cn2C)c1 | 3%
CC(=O)N1c2c(cc(Br)cc2S(=O)(=O)N2CCN(c3cc(C)ccc3C)CC2)CC1C (stereo unspecified) | 4%
O=S(=O)(c1ccc(F)cc1)N1CCn2c(nc3ccccc32)C1 | -1%
O=C(O)c1ccccc1N/N=C/c1cc(Br)cc(Br)c1O | -9%
O=C(NC1CCCCC1)c1c(O)nc2sccn2c1=O | -2%
Cc1nn(C)c2c1c(-c1ccccc1)cc(=O)n2Cc1ccc(F)cc1 | -1%
Cc1nc2cccnc2n1C1CCN(S(=O)(=O)c2ccc(C(C)C)cc2)CC1 | 1%
CCC(Oc1ccccc1)C(=O)Nc1cc(-c2ccccc2OC)nn1-c1ccccc1 (stereo unspecified) | -11%
CC1CN(C(=O)N2CCC(C(=O)NCc3ccccc3F)CC2)c2cc(Cl)ccc2O1 (stereo unspecified) | 0%
Cc1c(Cl)cccc1NC(=S)N1CCCN(Cc2ccccc2F)C1 | 6%
COc1ccccc1NC(=O)Cn1c(=O)n(-c2cccc(C)c2)c(=O)c2c1c1cc(C)ccc1n2C | 1%
Cc1cn2c(=O)cc(COc3ccc(NC(=O)COc4ccccc4)cc3)nc2s1 | -9%
CC1(C)OC(=O)C(=CNC(CO)C(=O)O)C(=O)O1 (stereo unspecified) | 2%
CCOc1ccc2nc(COC(=O)c3cccs3)c(C(C)=O)[n+]([O-])c2c1 | 17%
CC(C)(C)c1ccc(-n2ncc3c2CCCC3NC(=O)CCC2=NNC(=O)CC2)cc1 (stereo unspecified) | -4%
CCC(C)NC(=O)c1nn(-c2ccc(C)cc2)c(=O)n(C)c1=O (stereo unspecified) | -1%
O=C(CNc1cc(S(=O)(=O)N2CCOCC2)ccc1NCC1CCCO1)Nc1ccc(C(F)(F)F)cc1 (stereo unspecified) | -7%
O=C(NC1CCCC1)c1ccc(CSc2nc3ccncc3n2Cc2ccccc2F)cc1 | -4%

14 entries from above, sorted by heavy-atom count, falling.
SMILES | aSyn tox rescue
O=C(CNc1cc(S(=O)(=O)N2CCOCC2)ccc1NCC1CCCO1)Nc1ccc(C(F)(F)F)cc1 (stereo unspecified) | -7%
COc1ccccc1NC(=O)Cn1c(=O)n(-c2cccc(C)c2)c(=O)c2c1c1cc(C)ccc1n2C | 1%
O=C(NC1CCCC1)c1ccc(CSc2nc3ccncc3n2Cc2ccccc2F)cc1 | -4%
CCC(Oc1ccccc1)C(=O)Nc1cc(-c2ccccc2OC)nn1-c1ccccc1 (stereo unspecified) | -11%
CC(C)(C)c1ccc(-n2ncc3c2CCCC3NC(=O)CCC2=NNC(=O)CC2)cc1 (stereo unspecified) | -4%
Cc1cn2c(=O)cc(COc3ccc(NC(=O)COc4ccccc4)cc3)nc2s1 | -9%
Cc1nc2cccnc2n1C1CCN(S(=O)(=O)c2ccc(C(C)C)cc2)CC1 | 1%
Cc1nn(-c2cccc(Cl)c2)c2nc(-c3cccnc3)cc(C(F)(F)F)c12 | -2%
Cc1nn(C)c2c1c(-c1ccccc1)cc(=O)n2Cc1ccc(F)cc1 | -1%
Cc1c(Cl)cccc1NC(=S)N1CCCN(Cc2ccccc2F)C1 | 6%
CCC(C)NC(=O)c1nn(-c2ccc(C)cc2)c(=O)n(C)c1=O (stereo unspecified) | -1%
O=C(O)c1ccccc1N/N=C/c1cc(Br)cc(Br)c1O | -9%
O=C(NC1CCCCC1)c1c(O)nc2sccn2c1=O | -2%
CC1(C)OC(=O)C(=CNC(CO)C(=O)O)C(=O)O1 (stereo unspecified) | 2%

The list continues:
SMILES | aSyn tox rescue
O=S(=O)(NCCc1cccs1)c1ccc(Br)cc1 | 1%
C[C@H]1CN([C@@H](C)CO)C(=O)CCCn2cc(nn2)CO[C@@H]1CN(C)C(=O)Nc1ccccc1 | 1%
CCOC(=O)Cn1c(=O)n(-c2ccccc2OC)c2nc(-c3ccccc3)nc(C(N)=O)c21 | ?
CC1=CCC(C(=O)O)(C(=O)N/N=C/c2cccnc2)C(c2ccccc2)C1 (stereo unspecified) | 7%
CCc1ccc2c(c1)c(=O)c(S(=O)(=O)c1ccccc1)cn2CC(=O)Nc1ccc(OC)cc1 | 1%
O=C1CCCS(=O)(=O)c2ccccc21 | -6%
COc1ccc(OC)c(C2CC(=O)c3c([nH]c(C(=O)OCC4CCCO4)c3C)C2)c1 (stereo unspecified) | -3%
Cc1ccc(NC(=O)[C@H](CSCc2ccccc2)N2Cc3ccccc3C2=O)cc1 | 1%
COc1ccc(NC(=O)Nc2ccc3c(c2)C(=O)N([C@H](C)CO)C[C@@H](C)[C@@H](CN(C)C(=O)C2CCCCC2)OCCCC[C@H](C)O3)cc1 | 1%
CC(C)(CN1CCCC1)NS(=O)(=O)c1ccc(Cl)cc1 | -4%
Cc1ccc(NC(=O)CN2C(=O)COc3ccc(S(=O)(=O)NC4CCCC4)cc32)c(Cl)c1 | -8%
O=C1CCCC(O)=C1C1C2=C(CCCC2=O)OC2=C1C(=O)CCC2 | 11%
COc1ccc(-c2nc(CSCC(=O)N3CCN(C)CC3)c(C)o2)cc1OC | 0%
C/C(=N\NC(=O)c1c(C)nc2ccccn12)c1ccccc1F | 10%
CCCCn1c(N)c(N(CC(C)C)C(=O)c2oc3ccc(OC)cc3c2C)c(=O)[nH]c1=O | -5%
NS(=O)(=O)c1ccc(NC(=O)CN2CCN(S(=O)(=O)/C=C/c3ccccc3)CC2)cc1 | 4%
O=C(Nc1ccc(Cl)cc1C(=O)c1ccccn1)c1ccccc1 | 2%
Cc1ccc(NC(=O)C2CCN(S(=O)(=O)c3ccc4c(c3)CCCN4C(=O)C3CCC3)CC2)cc1 | -1%
Cc1cc(NC(=O)CN2CCC(C)CC2)nc2c1c(=O)oc1ccccc12 | 7%
COc1cccc(OC)c1C(=O)NCCc1sc(-c2cccc(F)c2)nc1C | 6%
CCOC(=O)C1(CCOc2ccccc2)CCN(Cc2ccc(OCC)c(CO)c2)CC1 | 11%
Cc1ccc(C(=O)c2oc3ccccc3c2NC(=O)c2cc(-c3ccccc3)on2)cc1F | -10%
CCOc1ccc(S(=O)(=O)N2CCOCC2)cc1NC(=O)C1=COCCO1 | 5%
Cc1ccc([C@@H]2C[C@H]3[C@@H](CN2S(=O)(=O)c2ccc(C)cc2)C(=O)C[C@@H](c2ccccc2)N3S(=O)(=O)c2ccc(C)cc2)cc1 | 0%
Cc1c(Cl)cccc1NC(=O)CCS(=O)(=O)c1ccc2c(c1)oc(=O)n2C | 1%
CCOc1ccc(N2CC(NC(=O)c3ccc4c(c3)OCO4)CC2=O)cc1 (stereo unspecified) | 11%
Cc1ccc(S(=O)(=O)NCC(c2ccc(N(C)C)cc2)N2CCOCC2)cc1 (stereo unspecified) | -2%
Cc1nc2ccn(Cc3ccco3)c(=O)c2cc1C(=O)N1CCN(c2ccccc2F)CC1 | 2%
Cc1c(C(=O)N2CCCC2)oc2c1-c1nn(CC(=O)NCc3cccc(Br)c3)cc1CC2 | -2%
Cc1cccc(N2CCN(C(=O)CCC(=O)N3CCOc4ccc(Cl)cc43)CC2C)c1 (stereo unspecified) | 0%

Bioassay records (PubChem)
